Source: PubChem BioAssay (NMMLSC)
GSH fluor = compound fluoresces at 488/530 nm on GSH beads; actives 0.25% (n = 190,000); GSH beads flow cytometry, compound fluorescence 488/530 nm; hits give high values; fluorescence (KMESF) at 10 µM; AID 1776; in the data active means fluorescence above about 89;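 further: glutathione beads carrying GST-tagged Bcl family fusion proteins plus one bare bead set; values are compound well signal with DMSO vehicle wells as background; inactives centre near 16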
RGS8-Gao reg = regulators of human RGS8-Galphao interaction; P09471; multiplexed bead flow cytometry, RGS8-Galphao binding; actives lie on both sides; response (percent of control binding), % at 10 µM; actives 0.34% (n = 220,000); AID 1423; in the data active means response below about 60% or above about 140%; inactive means in between;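 further: Galphao activated as the GDP aluminium fluoride complex binding bead-coupled RGS8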
Bim-Bfl-1 = human Bim-Bfl-1 interaction inhibition; Q16548; Bead-based flow cytometry, Bim-Bfl-1 binding inhibition; inhibition, % at 10 µM; actives 0.12% (n = 190,000); AID 1008;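 further: 0% = wells without compound plus tracer and 100% = blocker peptide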
Bcl-W Bim block = human Bim-Bcl-W interaction inhibition; Q92843; bead-based flow cytometry, Bim peptide-Bcl-W binding; inhibition, % at 10 µM; actives 0.02% (n = 190,000);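 further: 0% = bound tracer without compound and 100% = peptide blocker; higher means less fluorescent Bim peptide bound to Bcl-W beads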
Target sequence (Q92843 whole entry, looked up): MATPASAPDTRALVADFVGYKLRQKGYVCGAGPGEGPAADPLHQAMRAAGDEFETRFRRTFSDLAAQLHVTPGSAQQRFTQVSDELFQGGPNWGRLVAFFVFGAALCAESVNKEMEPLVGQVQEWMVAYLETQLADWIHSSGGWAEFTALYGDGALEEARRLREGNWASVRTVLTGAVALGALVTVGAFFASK
RGS7-Gao reg = human RGS7-Galphao interaction regulation | P09471 | actives 0.35% (n = 220,000) | Multiplexed bead flow cytometry, RGS7-Galphao binding; actives lie on both sides | AID 1439 | binding response (% of control), % at 10 µM; in the data active means binding response below about 49% or above about 150%; inconclusive means no clear call, values can overlap the other calls; inactive means in between;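 further: fluorescent Galphao held in activated GDP-AlF4 state binding bead-coupled RGS7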
RGS4-Gao reg = human RGS4-Galphao interaction regulation; P09471; Multiplexed bead flow cytometry, RGS4-Galphao binding; actives lie on both sides; binding response (% of control), % at 10 µM; actives 0.33% (n = 220,000); AID 1415; in the data active means binding response below about 49% or above about 150%; inactive means in between;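 further: fluorescent Galphao activated with aluminum fluoride binding bead-coupled RGS4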
Bim-Bcl-2 = disrupts Bim peptide binding to human Bcl-2 | P10415 | Bead-based flow cytometry, Bim peptide-Bcl-2 binding | inhibition, % at 10 µM | actives 0.06% (n = 190,000) | AID 950; in the data active means inhibition above about 40%; inconclusive means no clear call, values can overlap the other calls;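 further: 0% = no compound wells with probe peptide and 100% = reference peptide inhibitor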
Target sequence (P10415 whole entry, looked up): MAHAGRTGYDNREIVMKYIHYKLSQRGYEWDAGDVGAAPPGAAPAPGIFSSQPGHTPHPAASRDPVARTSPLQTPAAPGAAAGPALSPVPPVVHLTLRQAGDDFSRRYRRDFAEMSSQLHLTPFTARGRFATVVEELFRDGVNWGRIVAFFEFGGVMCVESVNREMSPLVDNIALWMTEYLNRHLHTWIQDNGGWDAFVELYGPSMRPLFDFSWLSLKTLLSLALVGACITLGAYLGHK
ABCG2 inh = human ABCG2 inhibition, ABCB1 as counter-screen | Q9UNQ0 | IgMXP3 cells, JC-1 efflux, flow cytometry | inhibition, % at 6.6 µM | actives 0.1% (n = 190,000) | AID 1325;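 active means inhibition above 80%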;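 further: 0% = DMSO and 100% = nicardipine control wells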
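Times: 10 min at 25 °C | Test system: Two drug-resistant human cell lines, ABCG2 and ABCB1 | Quantity: 3 million cells/mL final, two lines in 1:1 ratio | Signal: Flow cytometry, 530 nm JC-1 signal | Dosing: Compound at 6.6 µM | Controls: Nicardipine and DMSO wells | Reagent: JC-1 as fluorescent efflux pump substrate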
Bcl-B Bim block = inhibitors of Bim-Bcl-B interaction, human; Q9HD36; bead-based flow cytometry, Bim peptide-Bcl-B binding; inhibition, % at 10 µM; actives 0.073% (n = 190,000); AID 951;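 further: 0% = tracer peptide without compound and 100% = reference inhibitor peptide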
Target sequence (Q9HD36 whole entry, looked up): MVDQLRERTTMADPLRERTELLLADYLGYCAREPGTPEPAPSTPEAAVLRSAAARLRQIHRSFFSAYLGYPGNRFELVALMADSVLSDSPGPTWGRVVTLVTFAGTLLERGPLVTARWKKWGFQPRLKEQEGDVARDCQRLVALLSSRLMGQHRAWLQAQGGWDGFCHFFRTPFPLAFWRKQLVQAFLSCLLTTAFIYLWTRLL
Bcl-XL Bim block = disrupts Bim peptide binding to human Bcl-XL | bead flow cytometry, fluorescence | inhibition, % at 10 µM | actives 0.04% (n = 190,000) | AID 1007
Target sequence (Q07817 whole entry, looked up): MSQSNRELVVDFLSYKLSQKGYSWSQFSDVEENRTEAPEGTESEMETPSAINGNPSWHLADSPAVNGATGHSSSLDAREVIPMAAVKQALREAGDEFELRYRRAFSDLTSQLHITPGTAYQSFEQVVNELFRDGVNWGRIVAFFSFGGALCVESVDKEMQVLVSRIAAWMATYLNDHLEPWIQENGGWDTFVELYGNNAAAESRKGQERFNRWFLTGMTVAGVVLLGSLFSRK
ABCB1 block = blocks JC-1 efflux by human ABCB1 transporter | P08183 | actives 0.067% (n = 190,000) | CCRF-Adr cells, flow cytometry | AID 1326 | inhibition, % at 6.6 µM; in the data active means inhibition above about 40%;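 further: 0% = vehicle and 100% = reference inhibitor; higher value means more JC-1 retained so stronger ABCB1 efflux block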
Numbers without * were called inactive; ? = inconclusive; . = not tested or not shown; & = joins results of further samples. Unless noted, no stated cut-off is given here; in the data, active means inhibition above about 40%.

SMILES	GSH fluor	RGS8-Gao reg	Bim-Bfl-1	Bcl-W Bim block	RGS7-Gao reg	RGS4-Gao reg	Bim-Bcl-2	ABCG2 inh	Bcl-B Bim block	Bcl-XL Bim block	ABCB1 block
CC(=O)c1ccc(NC(=S)N(Cc2ccccc2)C(C)C2CC2)cc1 (stereo not given)	17	102	2	-3	?	106	0	6	-3	-2	1.6
Cc1ccc(NC(=O)N/C=C/c2ccco2)c(C)c1	26	99	-16	2	98	99	-11	6	-10	-10	0.5
CC(=O)OCCCNc1cc(Sc2nc3ccccc3s2)c2nonc2c1[N+](=O)[O-]	24	51*	48*	11	96	83	2	-1	-4	3	-0.2
O=C(Cc1c[nH]c2ccccc12)Nc1ccc(N2CCOCC2)cc1	16	103	-2	1	101	107	-2	24	-4	0	2.6
COc1cccc(S(=O)(=O)NCc2ccc(C(=O)Nc3cccc(Cl)c3)cc2)c1	44	100	-12	5	98	93	-10	17	-12	-12	0.8
O=C(COc1ccc(CO)cc1Cl)Nc1ccc(F)cc1	30	104	-12	-4	99	101	-11	30	-7	-7	-0.3
CCCOc1ccc(NC(=O)C2CC(=O)N(C)C(=Nc3cccc(OC)c3)S2)cc1 (stereo not given)	13	104	-10	0	104	103	-2	8	-6	-4	2.2
O=C1CSC(=S)N1Cc1cccnc1	65	97	-3	1	100	103	-5	-1	-3	0	-0.3
COc1ccccc1C(=O)Nc1ccc(S(=O)(=O)N2CCCC2)cc1	39	80	-3	-6	80	76	0	5	-1	2	0.8
CC1CN(C(=O)C2CCCN2S(=O)(=O)c2ccc(Cl)cc2)CC(C)O1 (stereo not given)	27	100	-7	0	100	99	-12	-2	-7	-1	-2.6
O=C(CN1CCC(n2nnc3cc(C(F)(F)F)ccc32)CC1)NNC(=O)c1ccco1	11	101	-7	-4	100	101	-5	4	0	-1	0.9
COc1ccccc1C(c1nnnn1Cc1ccco1)N1CCN(c2cccc(C)c2C)CC1 (stereo not given)	28	101	-5	-9	98	101	-7	5	-9	-8	1.0
O=c1oc(Nc2ccc(F)cc2)nc2ccccc12	15	103	0	3	101	102	-1	3	0	0	0.4
CCOc1ccc(NC(=O)CN2CCN(CC(=O)Nc3ccc(C(=O)OC)cc3)CC2)cc1	44	101	-8	1	97	98	-5	1	-6	5	0.1
CCOC(=O)c1c(CN2CCCCC2)oc2ccc(OC)cc12	13&21	103&101	-1&-11	-3&-1	99&96	103&104	0&-6	6&1	-2&-8	-1&-4	0.9&0.3
NS(=O)(=O)c1ccc(C(=O)O)cc1	21	99	0	2	102	102	-5	0	-2	0	-0.4
COCCn1c(SC(C(=O)Nc2cc(C)ccc2OC)c2ccccc2)nnc1-c1ccc(Cl)cc1 (stereo not given)	17	99	-2	-10	100	101	-3	7	-16	-19	8.2
Cc1cccc(NC(=O)COc2ccc(Br)cc2C)n1	29	86	0	0	95	99	1	1	0	10	0.4
CNc1nc(NC)nc(-n2c(C(F)(F)F)nc3ccccc32)n1	26	101	-8	-2	92	100	-3	10	-5	-4	2.3
O=S(=O)(NCc1ccccc1)c1cccc(S(=O)(=O)N2CCOCC2)c1	6	97	-2	0	95	94	-1	0	-4	-6	0.1
C=CCn1c(-c2cccnc2Cl)nc2ccccc21	15	103	-7	-1	103	100	-4	1	-2	-1	0.6
CC1CCCN(S(=O)(=O)c2ccc(N(C(=O)c3cnccn3)C(C(=O)NC3CCCCC3)c3cccs3)cc2)C1 (stereo not given)	7	100	-2	-1	97	98	-3	5	-5	-6	2.9
Cc1cc(=O)[nH]c(SCc2nc3ncccn3c2Br)n1	11	99	-8	-1	88	93	-6	-7	-8	-4	-3.1
COCCCNC(=O)c1ccc(-n2nc(C(F)(F)F)cc2-c2cccs2)cc1	18	99	2	0	99	94	-1	10	-2	-1	0.4
Cn1c(Cc2ccccc2)nnc1SCC(=O)Nc1ccccc1N1CCOCC1	16	102	0	0	99	102	-2	2	3	-1	0.6

Further results
SMILES	GSH fluor	RGS8-Gao reg	Bim-Bfl-1	Bcl-W Bim block	RGS7-Gao reg	RGS4-Gao reg	Bim-Bcl-2	ABCG2 inh	Bcl-B Bim block	Bcl-XL Bim block	ABCB1 block
COCCN(C(=O)C1CC1)c1nnc(-c2cccc(C)c2)s1	6	99	-4	-7	100	99	0	1	-1	-5	0.5
O=C(CCS(=O)(=O)c1cccc2nonc12)N1CCCc2ccccc21	10	111	0	1	131	113	8	1	5	-4	0.4
CCOC(=O)Cc1csc(SCC(=O)Nc2cccc(C#N)c2)n1	19	103	-2	-1	102	99	-5	2	0	-3	0.4
Cc1nn(-c2ccccc2)c(Cl)c1C(=O)N1CCN(C)CC1	14	98	-5	-4	88	98	-1	0	-4	-3	1.1
COc1ccccc1-c1nnc(NC(=O)C(C)SC2=NCCS2)s1 (stereo not given)	17	79	0	1	91	96	-1	8	1	2	1.2
CC(=O)C1=C(O)C(=O)N(Cc2ccccc2)C1c1ccccc1F (stereo not given)	18	93	-1	-2	99	102	0	0	1	0	0.1
COC(=O)c1cc(-c2ccccc2)sc1N	6	87	10	1	97	98	7	-1	7	5	-0.2
CCOC(=O)c1cc2sccc2n1CC(=O)C(C)(C)C	13	102	-7	0	91	96	-2	6	-1	0	0.5
O=C(CCCOc1ccc(Cl)cc1Cl)Nc1ccccn1	22	103	-10	-4	103	102	-2	1	-4	-4	0.3
O=C(Nc1ccc(Cl)cc1C(F)(F)F)c1ccccc1Cl	14	100	-3	-5	100	101	-2	9	-8	-8	-1.0
O=c1/c(=C/c2ccco2)sc2n1CN(c1ccccc1)CN=2	34	99	-7	4	94	91	-1	2	3	7	0.1
O=C(CS(=O)(=O)Cc1ccccc1)Nc1ccc(S(=O)(=O)N2CCOCC2)cc1	17	96	-8	-4	90	92	-13	1	-16	-10	-0.1
Nc1ccc(O)c2c1C(=O)c1ccccc1C2=O	9	100	8	6	100	100	4	-1	9	9	-0.6
COc1ccc(/C=N\NC(=S)SCN2C(=O)C3CCC(C)(C2=O)C3(C)C)cc1 (stereo not given)	24	107	-1	-1	103	100	-2	0	-3	-7	-0.3
CCOc1ccc2c(=O)c(Oc3ccccc3)c(C)oc2c1	56	102	-6	1	102	102	-2	5	-1	-3	1.2
CC(=O)N(Cc1c(C)nn(-c2ccccc2)c1Cl)c1ccc(Cl)cc1	26	110	-1	0	112	115	-3	2	-1	-3	0.8
O=C(Cc1coc2cc3c(cc12)CCC3)OCc1cc(=O)n2c(n1)sc1ccccc12	25	100	-3	-2	96	93	-2	37	0	-2	5.5
O=C(NCc1ccncc1)C(=O)N/N=C/c1cccnc1	26	107	-5	0	98	104	0	2	-1	0	0.5
O=c1cc(N2CCOCC2)[nH]c(=O)n1Cc1ccc(F)cc1	18	96	-11	-1	98	99	-3	-3	-3	-5	-0.7
CN(c1ccccc1)c1ccc(/C=N/NC(=O)CC#N)cc1	6	96	0	0	100	99	4	3	0	-1	0.6
CCc1ccc(Nc2nnc(SCc3cc(=O)n4ccsc4n3)s2)cc1	16	98	-9	-1	91	93	0	2	-8	-1	-0.1
COC(=O)c1ccc(S(=O)(=O)N2C3CCC2CC(NC(=O)C2CC2)C3)cc1 (stereo not given)	27	100	-22	-1	100	98	-11	11	-8	-7	0.2
COCCN1Cc2cccc(C(=O)NCc3ccc4c(c3)OCO4)c2C1=O	22	70	-1	-3	92	89	-3	6	-2	-4	1.4
O=C(N1CCCCCC1)N1CCN(S(=O)(=O)N2CCOCC2)CC1	22	100	-10	-1	101	99	-5	3	-4	-9	0.2
Cc1cccc(C)c1-n1nnnc1S(=O)(=O)Cc1ccccc1Cl	35	92	-3	9	104	110	-3	4	-2	7	-0.1

Looked up by compound from above, 2 records:
SMILES	GSH fluor	RGS8-Gao reg	Bim-Bfl-1	Bcl-W Bim block	RGS7-Gao reg	RGS4-Gao reg	Bim-Bcl-2	ABCG2 inh	Bcl-B Bim block	Bcl-XL Bim block	ABCB1 block
O=C(CCCOc1ccc(Cl)cc1Cl)Nc1ccccn1	22	103	-10	-4	103	102	-2	1	-4	-4	0.3
Cc1cccc(C)c1-n1nnnc1S(=O)(=O)Cc1ccccc1Cl	35	92	-3	9	104	110	-3	4	-2	7	-0.1

Bim-Bfl-1: what is marked active above.
structure	GSH fluor	RGS8-Gao reg	Bim-Bfl-1	Bcl-W Bim block	RGS7-Gao reg	RGS4-Gao reg	Bim-Bcl-2	Bcl-B Bim block	Bcl-XL Bim block	ABCB1 block
CC(=O)OCCCNc1cc(Sc2nc3ccccc3s2)c2nonc2c1[N+](=O)[O-]	24	51*	48*	11	96	83	2	-4	3	-0.2

(more compounds)
SMILES	GSH fluor	RGS8-Gao reg	Bim-Bfl-1	Bcl-W Bim block	RGS7-Gao reg	RGS4-Gao reg	Bim-Bcl-2	ABCG2 inh	Bcl-B Bim block	Bcl-XL Bim block	ABCB1 block
CCS(=O)(=O)Nc1cccc(C2=NN(S(=O)(=O)CC)C(c3ccccc3)C2)c1 (stereo not given)	11	101	-5	-1	107	98	-1	8	0	-2	0.2
CCSC1=NCN(CCCC(=O)O)CN1	31	97	-13	-4	90	97	-6	1	-7	2	0.4
c1ccc(CNc2nc3ccccc3[nH]2)cc1	5	103	3	0	104	102	0	1	0	-5	0.2
CCNC(=O)N1CCCC(C(=O)c2ccc(OC)c(OC)c2)C1 (stereo not given)	14	105	-8	-1	99	102	-1	3	-3	-3	0.6
COc1ccc(Cn2c(=S)[nH]c3ccsc3c2=O)cc1	6	98	5	2	101	97	1	-5	-22	0	-1.3
COc1ccc(-c2nnc3ccc(SCC(=O)NCC4CCCO4)nn23)cc1 (stereo not given)	30	104	-3	0	110	110	1	-2	-2	0	-6.0
CCn1c(COc2ccc3c(c2)OCO3)nnc1SCC(=O)c1ccc(Cl)cc1	23	94	3	0	95	96	4	4	2	3	-0.3
OC(CNCc1ccccc1)Cn1ccc2ccccc21 (stereo not given)	4	104	1	-2	109	111	2	11	-3	-1	1.5
CC(C)(C)c1cc(C(=O)O)c(CN2CCCCC2)o1	15	100	0	0	103	103	3	4	3	0	0.6
CCOC(=O)C1CCCN(c2nc3ccccc3nc2C(C#N)C(=O)OC(C)COC)C1 (stereo not given)	12	97	-8	-5	104	99	-1	18	-8	-6	2.8
Cc1ccc(/C=N/NC(=O)c2ccc(Cn3cc([N+](=O)[O-])cn3)o2)cc1	10	97	-1	-2	97	96	-2	8	-6	-6	1.4
COCCNC(=O)c1nc2ccccc2s1	.	101	.	.	100	100	.	-1	.	.	0.3
O=C(CN1CCCCC1)N1c2ccccc2CCc2ccccc21	37	98	-9	2	98	98	-5	0	-3	-2	-0.1
O=C(CC1CCCCC1)NC1CCCC1	17	100	5	1	93	96	11	0	2	0	0.3
O/N=C/c1ccccc1OCc1ccccc1F	11	104	-1	-4	101	105	-5	3	-6	-6	0.0
CCCOc1cc(C)nc(-c2ccccc2O)n1	34	103	-12	2	99	104	-6	30	-7	-3	1.2
Cc1ccc(N(CC(=O)N/N=C/c2cccs2)S(C)(=O)=O)cc1Cl	9	101	-10	5	101	97	-1	0	-2	-3	0.1
COC(=O)c1cccc(NC(=S)NCCC2=CCCCC2)c1	13	104	-3	-2	103	106	-2	4	-7	-4	0.5
